Statin myotox sup: protects C2C12 myotubes from simvastatin toxicity | actives 0.78% (n = 330,000) | ATP luminescence, 48 h; scaled: DMSO 0, geranylgeraniol control 100 | AID 602340 | rescue of ATP level, % at 7.49 µM;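 active = mean ATP rescue above about 67%, or every replicate alone reaching that limit, limit read from the data, passing the limit was not always enough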;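 also: myotubes were challenged with 10 µM simvastatin during compound exposure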
PGC1a acetyl inh: PGC1a acetylation modulation, inhibitor mode; actives 0.17% (n = 350,000); inhibition, % at 15.6 µM; U2OS PGC1a acetylation, AlphaScreen anti-acetyl-lysine; with virally co-expressed GCN5 acetyltransferase;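 active = every replicate shows inhibition of at least 40%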;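 also: 0% = neutral control wells and 100% = positive control wells; some results beyond the cut were filed as inactive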
LGR2 inh: Drosophila LGR2 receptor signaling inhibition | actives 0.35% (n = 380,000) | inhibition, % at 9.99 µM | HEK293 LGR2, CRE-luciferase, bursicon-stimulated, 4 h;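 active = drop in luminescence signal, shown as inhibition above about 50% in the replicate tests, limit read from the data, passing the limit was not always enough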;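 also: agonist challenge used bursicon conditioned medium at about half maximal strength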
Xi reactivation: X-chromosome reactivation activator; AID 743238; XiGFP mouse fibroblasts, % GFP-positive cells imaging, 3 d; cells co-treated with 5-aza-dC sensitizer; scaled so ellipticine positive control = 100%; actives 0.055% (n = 360,000); activation, % at 7.58 µM;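 active = mean normalized replicate activation at least 10% and every replicate at or above 10%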;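 also: 0% = median of on-plate neutral control wells and 100% = ellipticine 6 µM median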
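System: SV40-immortalized XiGFP fibroblast cells, line 68-5-11 / Incubation: 3-day compound exposure, then 15 min fixation at room temperature / Compound: single concentration per compound, delivered by pin transfer / Buffer or medium: DMEM plus 5-aza-dC sensitizer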
SIRT5 inh: blocks human SIRT5 desuccinylation of peptide. Q9NXA8. Purified SirT5, succinyl-peptide AMC, trypsin-coupled fluorescence. inhibition, % at 15 µM. actives 1.1% (n = 330,000); in the data active = inhibition above about 15%
Target sequence (Q9NXA8 whole entry, looked up): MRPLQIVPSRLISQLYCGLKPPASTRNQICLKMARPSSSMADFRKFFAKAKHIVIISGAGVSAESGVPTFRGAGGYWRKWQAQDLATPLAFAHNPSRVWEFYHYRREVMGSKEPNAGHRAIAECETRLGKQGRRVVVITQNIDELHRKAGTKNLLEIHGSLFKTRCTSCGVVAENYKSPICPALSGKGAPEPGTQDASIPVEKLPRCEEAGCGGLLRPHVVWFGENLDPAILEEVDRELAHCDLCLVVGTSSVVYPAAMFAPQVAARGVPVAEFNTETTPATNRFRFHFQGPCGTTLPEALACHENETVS
Cneo AK release: causes C. neoformans cell lysis | AID 651654 | adenylate kinase release luminescence, 4 h; normalised: neutral wells 0, clomiphene wells 100 | lysis activity, % at 15 µM | actives 0.2% (n = 360,000);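 active = mean lysis activity across replicates of at least 80%, whatever share of replicates individually reach that level; inactive = mean lysis activity below 80%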
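Test system: log-phase Cryptococcus neoformans yeast cells. Input: 5 × 10^6 yeast cells/mL. Medium: fresh YPD growth medium. Doses: single dose. Incubation: static 4 h at 37 °C with compound, 1 h detection. Measured by: luminescent adenylate kinase detection reagent. Read-out: signal increase indicating cell lysis. Benchmarks: Clomiphene.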
ERAP1 HTS inh: inhibitors of human ERAP1 aminopeptidase. Q9NZ08. recombinant ERAP1, Leu-AMC fluorescence, 60 min. inhibition, % at 10.7 µM. actives 0.15% (n = 340,000). AID 652197;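 active = mean replicate inhibition of at least 30%, or all replicates individually reaching that 30% level; inactive = mean below 30% and not every replicate reaching it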;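 also: 0% = neutral control wells and 100% = L-leucinethiol positive control wells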
S100A4 MyoIIA: blocks human S100A4 binding to myosin IIA peptide. P26447. S100A4/TAMRA-MyoIIA peptide fluorescence polarization. inhibition, % at 10.7 µM. actives 0.14% (n = 360,000). AID 652163;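 active = mean inhibition of at least 70% across replicates, with every replicate also reaching that level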
Target sequence (P26447 whole entry, looked up): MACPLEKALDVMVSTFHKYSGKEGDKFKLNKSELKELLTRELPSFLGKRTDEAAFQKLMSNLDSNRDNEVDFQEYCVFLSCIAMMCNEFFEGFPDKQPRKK
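Test system: S100A4 monomer protein. Medium: HEPES buffer with Ca2+, pH 7.2. Reagent: fluorescent myosin IIA peptide, 5 nM. Compound dosing: single-point compound testing. Timing: 5 min between mix addition and reading. Benchmarks: DMSO neutral and TFP positive wells.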
The depositor's hits bear a star; x = not tested or not shown; & = joins results of further samples.

Order of values – Statin myotox sup, PGC1a acetyl inh, LGR2 inh, Xi reactivation, SIRT5 inh, Cneo AK release, ERAP1 HTS inh, S100A4 MyoIIA
> O=C(CN1C(=O)NC2(CCCC2)C1=O)Nc1ccc(F)c(Cl)c1
  1, 18, 1, 0.2, 0, 0, 3, -5
> C[C@@H]1CN([C@@H](C)CO)C(=O)c2cc(NC(=O)Cc3ccccc3)ccc2O[C@@H](C)CCCCO[C@@H]1CN(C)S(=O)(=O)c1cccs1
  x, -5, 8, 0.0, x, 1, x, x
> Cc1cccc(C)c1C(=O)N[C@@H](Cc1ccccc1)C(=O)O
  -10, 1, -1, 0.3, -2, 8, 0, -1
> CCCOc1ccc(-c2nc[nH]c2[N+](=O)[O-])cc1
  x, -15, -11, 0.0, -1, x, -1, -15
> COc1ccccc1N1CC(C(=O)NCCN2C(=O)S/C(=C\c3cccnc3)C2=O)CC1=O (centres undefined)
  9, 7, -5, 0.2, -1, -2, 0, 2
> Cc1ccc(-n2c(C)c3c(C)nnc(C)c3c2C)cc1N
  -27, 2, -6, -0.2, -1, -4, -6, 1
> COc1ccc(NC(=O)NNC(=O)COc2ccc(Cl)cc2C)cc1OC
  -4, x, -11, 0.3, 1, 0, 0, -8
> Cc1cc2ccccn2c1C(=O)c1ccc(Cl)c([N+](=O)[O-])c1
  x, 0, x, 0.4, 0, x, -1, -8
> O=C1N[C@H](Cc2ccccc2)COC(=O)[C@@H](Cc2ccc(F)cc2)C/C=C\C[C@H]1CC(=O)N(CCO)Cc1ccccc1
  -16, 10, -20, -0.3, x, -3, x, 10
> C[C@@H]1CCCCO[C@@H](CN(C)Cc2ccccc2)[C@H](C)CN([C@H](C)CO)C(=O)c2cc(NC(=O)Nc3cccc4ccccc34)ccc2O1
  x, -28, -1, 0.0, 3, 8, -1, -28
> CC1=NN(c2ccccc2)C(=O)C1C(=O)c1ccc([N+](=O)[O-])cc1 (centres undefined)
  x, x, 12, 0.0, -4, x, 7, 1
> CC(C)NC(=O)N(C)C[C@H]1Oc2ccc(NC(=O)Nc3ccc4c(c3)OCO4)cc2C(=O)N([C@@H](C)CO)C[C@@H]1C
  7, 8, -11, 0.2, -4, -3, 1, 13
> CSCc1cc(N2CCCC2)nc(-c2ccccc2)n1
  x, x, 25, 0.0, 2, x, 1, -1
> Cc1ccc(CSc2ccc(-c3ccc4c(c3)OCO4)nn2)cc1
  x, x, -12, 0.0, -5, x, 0, -4
> CCCCCCN1C[C@@H](O)[C@H](n2cc(COC(=O)c3ccccc3)nn2)C[C@@H]1c1ccccc1
  8, -7, 10, 0.2, 12, 5, 6, -9
> C[C@H]1CN([C@@H](C)CO)C(=O)c2cc(-c3cccc(F)c3)cnc2O[C@@H]1CN(C)C(=O)c1cccc(F)c1
  8, -4, -28, -1.3, 10, 15, 1, 11
> C=CCN1C(=O)/C(=C\c2ccco2)C(C(=O)OC)=C1C
  x, x, 3, 0.1, -1, x, 3, 3
> CNC[C@H]1Oc2ccc(NC(=O)C3CCCCC3)cc2C(=O)N([C@@H](C)CO)C[C@H]1C
  -3, 10, -5, -1.2, -3, 44, 3, -8
> CN(C)CC(=O)N1[C@H](C#N)[C@@H](c2ccc(/C=C/c3ccccc3)cc2)[C@H]1CO
  2, -12, 5, 0.2, 1, 0, 0, -6
> COc1ccc(CN2CCC(N3CC(C)OC(C)C3)CC2)c(OC)c1OC (centres undefined)
  12, -4, -4, 0.1, -12, 2, -1, -2

Sorted by heavy-atom count (descending): three of the compounds above
Order of values – Statin myotox sup, PGC1a acetyl inh, LGR2 inh, Xi reactivation, SIRT5 inh, Cneo AK release, ERAP1 HTS inh, S100A4 MyoIIA
> C[C@H]1CN([C@@H](C)CO)C(=O)c2cc(-c3cccc(F)c3)cnc2O[C@@H]1CN(C)C(=O)c1cccc(F)c1
  8, -4, -28, -1.3, 10, 15, 1, 11
> CC1=NN(c2ccccc2)C(=O)C1C(=O)c1ccc([N+](=O)[O-])cc1 (centres undefined)
  x, x, 12, 0.0, -4, x, 7, 1
> CSCc1cc(N2CCCC2)nc(-c2ccccc2)n1
  x, x, 25, 0.0, 2, x, 1, -1

Further results:
Order of values – Statin myotox sup, PGC1a acetyl inh, LGR2 inh, Xi reactivation, SIRT5 inh, Cneo AK release, ERAP1 HTS inh, S100A4 MyoIIA
> CC(=O)c1sc(NC(=O)CCS(=O)(=O)c2ccc(F)cc2)nc1C
  -1, x, -8, -0.3, 2, 0, -1, -2
> CC(CC(=O)O)CC(=O)N1CCN(S(=O)(=O)c2cccs2)CC1 (centres undefined)
  12, 0, 5, 0.0, 5, -2, -3, 0
> NC(=O)c1c(-c2ccccc2)oc2ccc(O)cc12
  -8, 14, -14, x, x, 5, x, -10
> CN(CCc1ccccc1)Cc1nc(-c2cnccn2)no1
  x, 0, 3, 0.0, -3, x, 2, 0
> COc1ccccc1NC(=O)CCSc1nc(C)cc(C)n1
  x, x, 14, 0.0, -4, x, 0, -3
> Cc1ccc(-n2c(SCC(=O)O)nc3sc4c(c3c2=O)C(C)CCC4)cc1 (centres undefined)
  -2, -1, 7, 0.1, 3, 3, -1, -2
> CCc1nc2c(OCC(=O)c3ccc(F)cc3)cccn2c1N(C)C(=O)c1ccccc1F
  -12, x, -6, 0.1, x, 0, -1, -5
> CC(C)(C)NC(=O)c1cccnc1Sc1ccccc1
  6, x, -6, 0.1, 0, -1, -1, 4
> C[C@@H]1CCCCO[C@@H](CN(C)CC2CCCCC2)[C@@H](C)CN([C@H](C)CO)C(=O)c2cc(NS(=O)(=O)c3cn(C)cn3)ccc2O1
  17, x, -15, -1.1, 3, -1, -6, 133*
> Cc1nn(C(=O)C2CC2)c(C)c1Sc1ccc(Cl)cc1
  6, x, -14, x, -3, -2, 2, -3
> O=C(O)C1Nc2c(Cl)cc(Cl)c(Cl)c2C2C=CCC12 (centres undefined)
  3, -1, 9, 0.0, 22*, -2, 4, -24
> CN1CC(=O)N2C(c3ccc(Cl)cc3)c3[nH]c4ccccc4c3C[C@H]2C1=O (some centres undefined)
  8, -4, 14, 0.0, 0, -2, 2, -3
> C[C@@H]1CN([C@H](C)CO)C(=O)Cc2cc(NC(=O)c3ccncc3)ccc2O[C@@H]1CN(C)C(=O)Nc1ccc2c(c1)OCO2
  -8, 6, -10, 0.3, 4, -2, -1, 2
> Cc1[nH]n(-c2ccccc2)c(=S)c1C=Nc1ccc([N+](=O)[O-])cc1
  16, x, 5, 0.0, -2, x, 2, 6
> Cc1nn(C)c(C(=O)Nc2ccn(C34CC5CC(CC(C5)C3)C4)n2)c1[N+](=O)[O-]
  x, x, 3, 0.0, -3, x, -1, 3
> CC1=C(C(=O)OCc2ccccc2)C(c2ccc(Br)cc2)NC(=O)N1CCCCCC(=O)O (centres undefined)
  14, x, -86, 0.1, 1, 3, -1, -4
> CN1C(=O)c2cc(NC(=O)C3CC3)ccc2OC[C@@H]2O[C@@H](CC(=O)NCC3CCCCC3)CC[C@@H]21
  -7, 4, 10, 0.0, -2, -3, -2, -5
> CCc1ccc(NC(=S)N(CCOC)C2CCN(C(C)=O)CC2)cc1
  0, 4, -10, 0.3, -4, -1, 4, -5
> CSCCC(NC(=O)c1ccco1)c1nc2ccccc2[nH]1 (centres undefined)
  23, x, -12, 0.0, -8, 0, -2, -4
> C[C@@H]1CN([C@@H](C)CO)C(=O)c2cc(NS(=O)(=O)c3ccc(Cl)cc3)ccc2O[C@@H]1CN(C)Cc1ccccc1
  -1, -1, -11, -0.6, 7, 1, 0, x
> CSCCC(NC(=O)c1ccc(Cl)cc1)C(=O)OCC(=O)NCc1ccco1 (centres undefined)
  3, 7, -9, 0.0, 5, 1, -4, -10
> Cc1noc(C)c1NC(=O)Nc1cccc2c1O[C@@H](CN(C)Cc1ccc(C(F)(F)F)cc1)[C@H](C)CN([C@@H](C)CO)C2=O
  -8, -1, -6, -0.1, 2, -14, x, x
> CCCCn1c(N)c(N(CC(C)C)C(=O)CSc2nn(-c3ccc(F)cc3)c(=S)s2)c(=O)[nH]c1=O
  3, -1, 10, -0.1, -1, 0, 0, -3
> CC(Sc1nnc(C(C)Oc2ccccc2F)o1)C(=O)NCc1ccc2c(c1)OCO2 (centres undefined)
  0, x, 2, 0.0, -7, -3, -4, -1
> COc1ccccc1NC(=O)N1CC(=O)N2[C@H](C1)[C@H](c1ccc(C#CC3CC3)cc1)[C@@H]2CO
  x, 2, 26, 0.2, -2, x, 1, -1
> CSc1ncc(CN2CCN(C(C)C)C(CCO)C2)cn1 (centres undefined)
  3, x, -20, 0.0, -7, x, 0, 3
> COc1cc(C(=O)N[C@H](C(=O)OCC(=O)NC2CCCCCC2)C(C)C)cc(OC)c1OC
  12, 3, 1, 0.0, 2, -1, 2, -1
> C[n+]1ccc(/C=N/Nc2nc(Cl)c(C#N)c(Cl)c2Cl)cc1
  24, -2, 6, 0.3, -7, -1, 17, 1
> O=C(COC(=O)[C@H](Cc1ccccc1)NC(=O)c1cccs1)Nc1c(Cl)cccc1Cl
  x, 3, 11, -0.1, x, 2, x, x
> C[C@H](CO)N1C[C@H](C)[C@@H](CN(C)C(=O)Nc2ccc(C(F)(F)F)cc2)Oc2c(NS(=O)(=O)c3cccs3)cccc2C1=O
  8&-12, 8&-1, 3&-1, 0.5&0.0, -2&-1, 61&-1, 0&-3, -7&-24
> CC1C=NC(S(=O)(=O)N2CC[C@@H]3[C@H]2c2cc(-c4cccc(F)c4)ccc2N(C)[C@H]3CO)=N1 (some centres undefined)
  -8, -34, 14, 0.0, 5, 1, 2, 9
> COc1cc(CNc2ccc3[nH]c(=O)[nH]c3c2)cc(Cl)c1OCC(=O)NC(C)(C)C
  -3, 8, -2, x, x, 0, x, x
> CC1(C(=O)NS(=O)(=O)c2ccc(Br)cc2)CCN1C(=O)C/C=C/c1ccccc1 (centres undefined)
  9, 3, -9, 0.0, -2, 2, 0, -2
> COc1cc(N=Nc2ccc(Br)cc2)cc(C=O)c1O
  x, x, -1, -0.1, 18*, -1, 2, 0
> COc1cccc(Cn2cnc(-c3ccccc3OC)c2-c2cccs2)c1
  x, x, -3, 0.0, 2, x, x, -22
> Cc1ccc(NC(=O)CN(C)C(=O)CSc2nc(C)cc(C)n2)cc1
  -2, -2, -1, 0.1, -5, -1, -6, -10
> COc1ccc(C(=O)Nc2ccnn2C2CCN(Cc3cccnc3)CC2)cc1
  -1, 1, -1, 0.0, 8, 0, -2, 9
> C[C@@H]1CN([C@H](C)CO)C(=O)c2cc(NS(=O)(=O)c3ccc(F)cc3)ccc2O[C@@H](C)CCCCO[C@H]1CN(C)C(=O)Nc1ccc(F)cc1
  x, 31, 12, 0.3, x, -1, x, x

High-throughput results deposited in PubChem by Broad Institute.

A portion of the library; count on the stated rates, not on these rows.
